From PubChem
MITF inh: inhibitors of human MITF | 650,000 tested, 0.91% active | inhibition, % at 2.6 µM | O75030 | AlphaScreen MITF homodimerization, bead proximity signal; in the data active = inhibition above about 50%;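 note: 0% = vehicle wells with protein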
Target sequence (O75030 whole entry, looked up): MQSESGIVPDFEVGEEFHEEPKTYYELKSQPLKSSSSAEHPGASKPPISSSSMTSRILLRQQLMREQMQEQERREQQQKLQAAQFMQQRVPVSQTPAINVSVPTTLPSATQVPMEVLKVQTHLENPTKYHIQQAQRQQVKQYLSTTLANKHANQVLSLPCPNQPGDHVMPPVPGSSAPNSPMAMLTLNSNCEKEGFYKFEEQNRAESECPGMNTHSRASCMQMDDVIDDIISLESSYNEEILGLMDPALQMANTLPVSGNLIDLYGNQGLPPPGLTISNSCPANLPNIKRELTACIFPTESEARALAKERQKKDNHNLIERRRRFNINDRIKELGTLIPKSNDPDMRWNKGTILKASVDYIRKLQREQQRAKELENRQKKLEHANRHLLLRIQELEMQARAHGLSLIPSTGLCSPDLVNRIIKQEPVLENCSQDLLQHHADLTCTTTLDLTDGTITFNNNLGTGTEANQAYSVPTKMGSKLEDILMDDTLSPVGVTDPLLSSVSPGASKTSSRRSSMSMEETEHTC
GPR151 activ: human GPR151 activation; Q8TDV0; PathHunter beta-arrestin GPR151 cells, luminescence; activation, % at 11.2 µM; 650,000 tested, 1% active; in the data active = activation above about 4.9%;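 note: 0% = median of compound wells and 100% = cells with positive control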
Target sequence (Q8TDV0 whole entry, looked up): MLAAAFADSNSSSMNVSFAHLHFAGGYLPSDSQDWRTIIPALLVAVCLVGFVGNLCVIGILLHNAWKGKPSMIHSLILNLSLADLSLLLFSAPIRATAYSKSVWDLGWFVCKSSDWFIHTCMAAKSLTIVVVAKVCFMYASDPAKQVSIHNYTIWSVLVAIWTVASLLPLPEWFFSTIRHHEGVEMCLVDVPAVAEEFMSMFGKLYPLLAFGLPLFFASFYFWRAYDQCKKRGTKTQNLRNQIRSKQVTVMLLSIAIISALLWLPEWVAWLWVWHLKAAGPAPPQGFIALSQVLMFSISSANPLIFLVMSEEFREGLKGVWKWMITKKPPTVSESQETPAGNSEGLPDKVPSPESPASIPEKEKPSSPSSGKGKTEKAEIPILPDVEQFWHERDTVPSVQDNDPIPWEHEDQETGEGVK
TEAD-YAP inh: TEAD-YAP interaction inhibition. HEK-TIYL cells, TEAD-Gal4/YAP UAS-luciferase luminescence. inhibition, % at 9.12 µM. 640,000 tested, 1.4% active. AID 1259422; in the data active = inhibition above about 32%;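 note: 0% = median of test compound wells and 100% = reference inhibitor wells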
FBW7 act: activators of human E3 ligase FBW7; Q969H0; AlphaScreen FBW7–phospho-cyclin E peptide binding, activator screen; normalized activity (activation), % at 26.1 µM; 650,000 tested, 0.13% active; in the data active = normalized activity above about 1.9%;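 note: purified mutant Fbw7 with reduced substrate affinity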
* hit, by the source's call; · = no result given.

entry	Structure	MITF inh	GPR151 activ	TEAD-YAP inh	FBW7 act
1	O=C(NCCN1CCOCC1)c1ccc2nc(NC3CCC(O)CC3)sc2c1 (configuration not stated)	8	0.0	-2	0.5
2	Nc1cc(C(F)(F)F)ccc1Nc1ccccc1	6	1.5	-21	0.0
3	CCOC(=O)c1sc(NC(=O)C2CC2)nc1C	-5	13*	8	0.1
4	Cc1cccc(NC(=O)C2C3C=CC4(O3)C2C(=O)N(CCC(C)C)C4C(=O)NC2CCCCC2C)c1 (configuration not stated)	9	1.4	9	0.1
5	OCCNCCOCCOc1ccc(Cl)cc1	49	0.1	-4	0.6
6	COc1ccccc1C(=O)Nc1c(C)n(C)n(-c2ccccc2)c1=O	-17	-0.5	5	0.1
7	c1ccc(-n2cnc3c(NCc4nc5ccccc5[nH]4)nc(N4CCC(N5CCOCC5)CC4)nc32)cc1	8	-0.9	44*	-0.2
8	COC(=O)C1=C(N)Oc2cc(C)[nH]c(=O)c2C1c1cccnc1 (configuration not stated)	-2	-0.4	2	0.5
9	CN(C)c1cc(=O)n2c(n1)SCCC2	1	3.0	3	0.0
10	COC(=O)CNC(=O)c1nn(-c2cc(OC)cc(OC)c2)c(=O)c2ccccc12	-2	-0.4	-1	0.0
11	CCc1ccc(N2C(=O)C3C4CCC(O4)C3C2=O)cc1 (configuration not stated)	3	2.0	-25	-0.1
12	O=C(COc1ccccc1[N+](=O)[O-])NN1C(=O)c2ccccc2C1=O	-7	-2.0	2	-0.1
13	CC12CCC(C(=O)Nc3ccc(Cl)cc3)(CC1=O)C2(C)C (configuration not stated)	4	0.7	0	-0.1
14	CC/C(=C\C(=O)c1ccccc1)Nc1ccc(OC)cc1OC	0	-0.3	-3	0.0
15	N#C/C(=C/c1ccc([N+](=O)[O-])cc1)c1cccc(F)c1	0	1.0	-5	-0.4
16	O=[N+]([O-])c1ccc(C(O)CNCC(O)c2ccccc2)cc1 (configuration not stated)	48	-0.3	-5	0.0
17	COc1ccc(Cl)cc1NC1=C(Cl)C(=O)N(Cc2ccccc2)C1=O	64*	-1.5	72*	-0.2
18	CCOc1ccc(S(=O)(=O)Nc2ccc(Br)cc2)c2cccnc12	1	0.7	-2	0.0
19	N#Cc1ccc(-c2cccs2)nc1SCc1ccc(Br)cc1	-5	-1.7	-20	0.0
20	Cc1sc2ncn(CC(=O)Nc3ccc(F)c(Cl)c3)c(=O)c2c1S(=O)(=O)N1CCOCC1	0	-1.0	-1	0.1
21	CCC(=O)N1CCc2cc(S(=O)(=O)Nc3cc(C)ccc3OC)ccc21	2	0.9	-2	0.2
22	N#Cc1c(N)sc2c1-c1ccccc1CC2	22	0.2	-1	0.2
23	CCOC(=O)C1=C(N)OC2=C(C(=O)CC(C)(C)C2)C1c1ccc(OC)c2ccccc12 (configuration not stated)	8	-0.3	-5	-0.1
24	Cc1ccc(CNc2nc(C)c(-c3ccn(CCO)n3)s2)o1	3	0.0	3	0.1
25	CC(Oc1ccccc1)C(=O)Nc1cccc(C#N)c1 (configuration not stated)	-3	-1.3	5	0.0
26	O=C(/C=C/c1ccc(F)cc1)Nc1ccc([N+](=O)[O-])cc1Br	-8	1.1	-4	-0.2
27	COc1ccccc1NC(=O)C1CCCN(c2cc(C)nc3ncnn23)C1 (configuration not stated)	-1	-0.3	4	-0.2
28	O=C(c1ccc(OCC(O)COc2ccc(C(=O)c3ccccc3)c(O)c2)cc1)c1ccccc1O (configuration not stated)	23	2.2	0	0.1
29	Cc1nccn1-c1cc(N2CCN(C(=O)c3ccc(Br)o3)CC2)ncn1	3	-0.4	5	0.0
30	COc1cccc(C(=O)CN(CCC#N)c2ccc(C)cc2)c1	4	2.1	-3	-0.3
31	COc1cc(OC)cc(C(=O)NNS(=O)(=O)c2ccc(Cl)cc2)c1	-7	0.2	3	-0.1
32	COc1cc(OC)cc(-c2nc3ccc(-c4ccc5nc(-c6cc(OC)cc(OC)c6)oc(=O)c5c4)cc3c(=O)o2)c1	2	0.0	7	0.0
33	O=C(Nc1c2c(nn1-c1ccc(Cl)cc1)CSC2)c1ccc(Br)o1	-7	-0.1	-7	-0.1
34	COc1ccc(/C=C2\C(=O)NC(=O)N(c3cccc(Br)c3)C2=O)cc1[N+](=O)[O-]	12	-0.9	6	0.0
35	OC(COCc1ccc(Cl)cc1)CN1CCCCCC1 (configuration not stated)	14	-0.4	-1	-0.1
36	COc1ccc(S(=O)(=O)N(CC(=O)NCc2ccccn2)c2ccc(C)cc2)cc1OC	8	0.6	2	-0.1
37	COc1ccc(CNC(=O)c2ccc(CNc3c(N4CCC(C)CC4)c(=O)c3=O)cc2)cc1	4	0.1	9	0.0
38	CC(C)n1cnc2c(NCCOc3ccccc3)nc(NC3CCC(O)CC3)nc21 (configuration not stated)	-6	1.1	-19	-0.1
39	CN1CCN(c2ccc3nnc(CCC(=O)O)n3n2)CC1	-14	-1.0	0	0.1
40	O=C(Nc1nnc(S(=O)(=O)N2CCOCC2)s1)C12CC3CC(CC(C3)C1)C2	3	-0.8	11	-0.1
41	O=c1c(C=Nc2cccc(F)c2)c(C(F)(F)F)[nH]n1-c1nc2ccccc2s1	-4	-8.0	-18	0.0
42	CC1(C(=O)N2CCN(c3ccccc3)CC2)CC1(Cl)Cl (configuration not stated)	18	-1.4	8	0.6
43	CSc1cccc(NC(=S)N(Cc2ccccc2)Cc2ccccn2)c1	1	-0.8	-11	-0.3
44	CN=C1NC(=O)CC(C(=O)Nc2ccc([N+](=O)[O-])cc2)S1 (configuration not stated)	23	-0.3	8	0.7
45	CC(=O)c1c(C)oc2ccc(N(C(=O)c3ccc(Cl)cc3)S(=O)(=O)c3ccc(C)cc3)cc12	-1	0.6	21	-0.1
46	COc1ccc2c(C)nc(N3CCC(NCCCc4ccccc4)CC3)nc2c1	-5	0.0	-10	0.1
47	O=C(O)Cc1sc(Nc2ccccn2)nc1-c1ccccc1	-9	0.9	-28	-0.2
48	COc1cc(Nc2nc(SCc3cc(=O)n4cc(Cl)ccc4n3)nc3ccccc23)cc(OC)c1	2	-0.1	1	-0.1
49	O=Nc1c(-c2c(O)[nH]c3cc(Br)ccc23)[nH]c2ccccc12	29	-0.9	·	·
50	COC(=O)c1ccccc1NC(=O)c1cn(-c2ccc(OC)cc2)c(=O)c2ccccc12	3	2.7	2	-0.2

(continued)
entry	Structure	MITF inh	GPR151 activ	TEAD-YAP inh	FBW7 act
51	COC(=O)c1cc(NC(=O)C(C)(C)C)cc(C(=O)OC)c1	-1	-0.2	-1	-0.1
52	COc1cc(C(=O)NCCC(=O)NCC(OC)OC)cc(OC)c1OC	2	-1.4	7	0.3
53	CCC(N)C(=O)N1CCOCCOCCN(C(=O)C(N)CC)CCOCCOCC1 (configuration not stated)	6	0.0	-9	0.0
54	CC(=O)Nc1ccc(S(=O)(=O)N2CCN(Cc3ccccc3F)CC2)cc1	40	0.2	-7	0.1
55	COC(=O)Nc1ccc(C)cc1[N+](=O)[O-]	-2	-0.6	1	0.1
56	CC(=O)N1CCc2cc(S(=O)(=O)NC(CC(C)C)C(=O)Nc3cccc(C)c3)ccc21 (configuration not stated)	13	-1.7	-10	0.7
57	O=C(CCC(=O)Nc1ccccc1Cl)NNC(=O)c1ccco1	6	-0.5	13	0.4
58	Cc1nc(C(N)=O)c2[nH]c(=O)n(-c3ccccc3F)c2n1	1	0.8	2	0.0
59	COc1cc(C)nc(N2CCC(C(=O)NC3CCCCC3)CC2)n1	-7	0.7	-7	0.0
60	COc1ccc(-c2nc(N3CCCCCC3)c3ccccc3n2)cc1OC	-7	-0.8	4	0.1
61	Cc1cc(C)n(-c2nc(-c3ccccc3)cc(=O)n2CC(=O)NCC2CCCO2)n1 (configuration not stated)	12	0.4	13	-0.1
62	COCC1=C(C(=O)OC(C)OC(=O)OC(C)C)N2C(=O)[C@@H](NC(=O)/C(=N/OC)c3csc(N)n3)[C@H]2SC1 (some centres not stated)	0	2.3	3	-0.1
63	Cc1sc2nc(C(C)Nc3ccccc3N3CCOCC3)[nH]c(=O)c2c1C (configuration not stated)	-8	-1.5	0	0.0
64	O=C(Nc1cccc(Cl)c1)NC1(C(F)(F)F)Oc2ccccc2O1	19	0.6	-2	0.6
65	CCNC(=O)NC(=O)Cn1c(=O)oc2ccccc21	-3	-1.4	-8	0.2
66	CCC(C)NC(=O)c1cnc2sc(C)cn2c1=O (configuration not stated)	4	-0.4	-3	-0.3
67	COc1ccc2nc(SCC(=O)Nc3sc4c(c3C(N)=O)CCC4)[nH]c2c1	4	-1.4	23	-0.1
68	CCOCCOC(=O)C1=C(C)NC2=C(C(=O)CC(c3ccc(OC)cc3)C2)C1c1ccc(Br)cc1 (configuration not stated)	16	0.4	7	0.1
69	CCOc1ccc(S(=O)(=O)Nc2ccncc2)c(C)c1C	-12	2.6	0	0.1
70	COCCCN1C(=O)C2C(C(=O)Nc3ccc(OC)cc3)C3C=CC2(O3)C1C(=O)NC1CCCC(C)C1C (configuration not stated)	-8	0.7	-3	0.1

An excerpt of these results, as labelled records:
61: Cc1cc(C)n(-c2nc(-c3ccccc3)cc(=O)n2CC(=O)NCC2CCCO2)n1 (configuration not stated)
  MITF inh = 12; GPR151 activ = 0.4; TEAD-YAP inh = 13; FBW7 act = -0.1

62: COCC1=C(C(=O)OC(C)OC(=O)OC(C)C)N2C(=O)[C@@H](NC(=O)/C(=N/OC)c3csc(N)n3)[C@H]2SC1 (some centres not stated)
  MITF inh = 0; GPR151 activ = 2.3; TEAD-YAP inh = 3; FBW7 act = -0.1

63: Cc1sc2nc(C(C)Nc3ccccc3N3CCOCC3)[nH]c(=O)c2c1C (configuration not stated)
  MITF inh = -8; GPR151 activ = -1.5; TEAD-YAP inh = 0; FBW7 act = 0.0

Next records follow:
entry	Structure	MITF inh	GPR151 activ	TEAD-YAP inh	FBW7 act
71	Cn1c(-c2c(C(C)(C)C)oc3cc(OC(=O)C(C)(C)C)ccc3c2=O)nc2ccccc21	-1	-0.3	2	0.1
72	COc1ccccc1-n1c(SCC(=O)Nc2nccs2)nc2c(sc(=S)n2-c2ccccc2C)c1=O	5	-1.3	-7	0.0
73	COC(=O)C1CCN(C(=O)Cc2coc3cc(C)cc(C)c23)CC1	-11	-1.1	7	-0.2
74	CC(C)N1CCN(Cc2cccc3c2oc2ccccc23)CC1CCO (configuration not stated)	6	2.4	9	0.1
75	CCOC(=O)c1cnc2ccccc2c1NCc1ccco1	21	0.2	-10	0.0
76	c1ccc(COc2ccc(Nc3ncnc4nc[nH]c34)cc2)cc1	4	1.0	-10	0.0
77	O=C1CC(c2ccc(F)cc2)Sc2ccccc2N1 (configuration not stated)	-15	0.0	-4	0.1
78	COc1ccc(/C(C)=N/NC(=S)Nc2cccc(C(=O)O)c2)c(OC)c1	5	1.7	-12	0.2
79	CCOC(=O)c1sc(NC(=O)c2ccc(N3CCCC3)c([N+](=O)[O-])c2)c(C#N)c1C	-10	-0.2	8	0.0
80	CCCc1cc(N2CCCC(C(=O)Nc3ccc4c(c3)OCCO4)C2)n2ncnc2n1 (configuration not stated)	5	-0.5	13	0.1
81	Cc1cccc(C)c1NC1=NC(=S)N(c2ccc(Cl)cc2)C1(C)Cc1ccccc1 (configuration not stated)	8	0.4	16	-0.2
82	Cc1ccc(NC(=O)CN2C(=O)S/C(=C\c3ccc(C)o3)C2=O)cc1	-1	3.5	2	0.1
83	Cc1cc(NCCN(C(C)C)C(C)C)nc(N2CCN(c3ccccn3)CC2)n1	11	-1.0	-2	-0.1
84	C=CCOC(=O)C1=C(C)Nc2c(c(=O)n(C)c(=O)n2C)C1c1ccc(Cl)cc1 (configuration not stated)	9	-0.8	2	0.0
85	CCc1ccccc1NC(=O)c1ccc(N2CCN(c3ccc(F)cc3)CC2)c([N+](=O)[O-])c1	12	-0.9	0	0.8
86	CCOCCCNC(=O)CC1C(=O)NCCN1Cc1cccc(OC)c1OC (configuration not stated)	16	0.2	-3	0.5
87	CCSCCOC(=O)C1=C(C)NC(=O)NC1c1cc(OC)c(O)c(OC)c1 (configuration not stated)	8	2.7	-8	-0.1
88	O=C(CN1C(=O)c2ccccc2C1=O)OC(c1ccccc1)c1ccccc1	3	-0.7	-2	-0.1
89	O=C(CCNS(=O)(=O)c1cccc2nonc12)Nc1cccc(F)c1	0	-0.1	-1	-0.1
90	CNc1cc(Nc2cc(C)on2)ncn1	18	-0.6	-1	-1.0

Four entries from above, ordered by molar mass, largest number first.
entry	Structure	MITF inh	GPR151 activ	TEAD-YAP inh	FBW7 act
83	Cc1cc(NCCN(C(C)C)C(C)C)nc(N2CCN(c3ccccn3)CC2)n1	11	-1.0	-2	-0.1
88	O=C(CN1C(=O)c2ccccc2C1=O)OC(c1ccccc1)c1ccccc1	3	-0.7	-2	-0.1
89	O=C(CCNS(=O)(=O)c1cccc2nonc12)Nc1cccc(F)c1	0	-0.1	-1	-0.1
82	Cc1ccc(NC(=O)CN2C(=O)S/C(=C\c3ccc(C)o3)C2=O)cc1	-1	3.5	2	0.1

(list continues)
entry	Structure	MITF inh	GPR151 activ	TEAD-YAP inh	FBW7 act
91	CN1c2ccccc2C2(C)CC(=O)OC12C (configuration not stated)	-3	-0.2	5	0.1
92	Cc1ccc(NC(=O)Cn2cnc3sc(C(=O)Nc4ccccc4F)c(C)c3c2=O)cc1Cl	-2	-0.1	-1	-0.1
93	COc1cc(C2C(C#N)=C(N)N(c3ncn[nH]3)C3=C2C(=O)CCC3)cc(OC)c1OC (configuration not stated)	-8	-1.4	-3	-0.1
94	CCN1CCN(C(c2cc(OC)ccc2OC)c2nnnn2Cc2ccccc2)CC1 (configuration not stated)	-9	0.2	6	0.2
95	O=C(N/N=C/c1ccc([N+](=O)[O-])cc1)c1cc(-c2ccc(Cl)s2)[nH]n1	-17	3.5	11	-0.5
96	Cc1ccc(NC(=O)C2CCN(S(=O)(=O)c3ccc4c(c3)oc(=O)n4C)CC2)cc1F	-4	-0.3	3	-0.1
